MT stabilizer = microtubule stabilizers in HeLa cells, primary screen, imaging, high-content imaging; AID 2205, 2009; actives 0.83% (n = 200,000); HeLa tubulin immunostaining HCS, 24 h; share of cells brighter than vehicle mean+2SD; % tubulin-high responders, % at 10 µM;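 active = plate Z-score above 3 for both tubulin-high and condensed-nucleus cell shares, with cell loss under 80%, at 10 µM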;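 note: anti alpha tubulin signal scored within the nucleus-defined area of each cell; some results filed as inactive read as strong as hits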
Dynein transport = inhibitors of GR-EGFP nuclear translocation, primary screen, dynein cargo transport inhibitor project, imaging, high-content, 3617.4 mouse cells | test concentration mostly 20 µM; stimulated with dexamethasone, 1 µM; active compounds read low | z-score, hits read low | actives 0.47% (n = 220,000) | AID 1381, 2008;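 active = plate z-score of nuclear minus cytoplasmic receptor signal below a set negative limit, without overly bright fluorescence or cell loss, cut at about -3.5 in these data, passing the limit was not always enough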;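 note: z-score of nuclear minus cytoplasmic ring GR-EGFP intensity difference per well; some compounds called inactive have numbers as strong as hits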
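medium = tetracycline-free induction medium containing charcoal-stripped FBS | also added = 1.0 µM final dexamethasone stimulus | schedule = 48 h induction, 1 h compound, 30 min dex at 37 °C | technique = fixed, Hoechst-stained cells imaged at 10x for EGFP | measure = GR-EGFP nuclear translocation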
Yfh1-depleted yeast = enhancers of respiration in Yfh1-depleted yeast, dose response, Friedreich's ataxia, plus single-dose screen (AID 1465); actives 0.074% (n = 220,000); S. cerevisiae Yfh1-off respiration, WST-1 reduction, 72 h; higher fold induction means a stronger effect; fold induction at 50 µM, or EC50 in µM where a hit was titrated;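 active = fold induction of absorbance versus untreated yeast above a set limit, then at least 30% activation at any dose in follow-up; inconclusive = repeats straddling the limit, or above it without dose testing; inactive = fold induction below the set limit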;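 note: activators that raise dye reduction in frataxin-depleted yeast; strong numbers were not always called active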
human PMI inhibitors = human PMI inhibitors, high substrate, primary screen, biochemical, fluorescence intensity, high mannose 6-phosphate (AID 1220); recombinant PMI enzyme, coupled fluorescence intensity; higher % means a stronger effect; inhibition, % at 20 µM, or IC50 in µM where a hit was titrated; actives 0.66% (n = 190,000)
human PMI inhibition = inhibitors of human PMI, primary screen, biochemical, fluorescence intensity, coupled assay (AID 1209); Mannose-6-phosphate isomerase (Homo sapiens); purified PMI enzyme, coupled fluorescence intensity; higher % means a stronger effect; one-dose inhibition, % at 20 µM; IC50 in µM for titrated hits; actives 0.42% (n = 190,000);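 note: plate controls were DMSO vehicle for no effect and wells lacking substrate for full effect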
Insulin prom up = insulin promoter activators in MIN6 cells, imaging, high-content screening, mouse beta cells | MIN6 insulin promoter-GFP reporter; active compounds read high | z-score at 5 µM | actives 0.3% (n = 190,000);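 active = z-score above 3 at 5 µM with at least 500 cells counted in the well; inconclusive = wells under 500 cells, flagged as cytotoxic or low count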
Autophagy HCS = autophagy modulators in MEF cells, primary screen, imaging, high-content, MEF GFP-LC3; actives 0.98% (n = 190,000); calls only at 10 µM (by protocol); MEF GFP-LC3 puncta imaging; test concentration mostly 10 µM;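 active = percentage of spot-positive cells more than 3 SD above its plate mean, without a fluorescence outlier flag or 80% toxicity; inconclusive = no clear call, values can overlap the other calls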;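 note: spot-positive cell cutoff set from DMSO-treated cells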
b-catenin transl = modulators of beta-catenin nuclear translocation, primary screen, imaging, HeLa cells, immunofluorescence, high-content; nuclear translocation activity, % at 5 µM; actives 0.3% (n = 190,000); AID 1665, 2009;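 active = nuclear translocation activity above 50% at 5 µM, with a well cell count of 50 or more; inconclusive = wells under 50 cells across six images, flagged as toxic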;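 note: per-cell ratio of nuclear to cytoplasmic median beta-catenin stain intensity; plate controls were DMSO negative control for no effect and GSK-3 inhibitor IX positive control for full effect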
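Test system: human HeLa cells, endogenous beta-catenin. Times: 24 h compound exposure, 37°C. Measured by: beta-catenin immunofluorescence imaging with DAPI.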
WT yeast gro inh = growth inhibition of WT strain, primary screen, mitochondrial fusion inhibitor project, WT and mutant strains, chemical genetic; mitochondrial fusion phenotypic screen; inhibition, % at 10 µM; actives 2.1% (n = 190,000); in the data active = inhibition above about 58%; tested in S. cerevisiae
WT yeast gro inh mutant strain = further read-out of WT yeast gro inh, marked with its call; inhibition, %; mitochondrial fusion phenotypic screen, mutant strain inhibition
Dynein transport cytoplasmic EGFP = further read-out of Dynein transport, marked with its call; z-score; measured here: cytoplasmic GR-EGFP intensity; active compounds read high
Dynein transport nuclear GR-EGFP = further read-out of Dynein transport, marked with its call; z-score; measured here: nuclear GR-EGFP intensity;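 lower value marks the stronger effect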
Dynein transport cell count = second read-out of Dynein transport, no call of its own (marks repeat the call); z-score; measured here: cell count per field
Insulin prom up cell count = second read-out of Insulin prom up, no call of its own (marks repeat the call); cell count; measured here: cytotoxicity, nuclei count;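 total cells summed across four imaged fields per well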
b-catenin transl cell count 5 µM = also measured in b-catenin transl; calls as there; cell count; measured here: cell count, cytotoxicity flag
MT stabilizer Hoechst-high % = also measured in MT stabilizer; calls as there; % Hoechst-high responders; measured here: nuclear condensation Hoechst responders;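 share of cells brighter than vehicle mean plus two SD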
MT stabilizer cytotoxicity % = also measured in MT stabilizer; calls as there; toxicity, %; measured here: cytotoxicity by cell density;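 0% = mean cell density of plate MIN control wells and 100% = no cells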
Autophagy HCS cell loss 18 h = further read-out of Autophagy HCS, marked with its call; toxicity, %; measured here: cell loss, nuclei count;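 cell loss after 18 h compound exposure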
* = called active by the depositor; i = inactive; ? = inconclusive; . = not tested or not shown. Cut-off read from the data, not from the text of the source, unless noted: active = inhibition above about 50%; inactive = the rest.

Start of the data: the first 8 records, ahead of the listing:
SMILES	MT stabilizer	MT stabilizer Hoechst-high %	MT stabilizer cytotoxicity %	Dynein transport	Dynein transport cytoplasmic EGFP	Dynein transport nuclear GR-EGFP	Dynein transport cell count	Yfh1-depleted yeast	human PMI inhibitors	human PMI inhibition	Insulin prom up	Insulin prom up cell count	Autophagy HCS	Autophagy HCS cell loss 18 h	b-catenin transl	b-catenin transl cell count 5 µM	WT yeast gro inh	WT yeast gro inh mutant strain
CCOC(=O)CCn1c2nc(C)cc(C)c2c(=O)n1-c1ccccc1	3.8	1.6	4.2	-0.748	-0.226	-0.135	0.458	i	-0.1%	6.4%	0.49	778	i	10.5	.	.	-14.3	-2.3
CN1C(C(=O)NCc2cccc(C(F)(F)F)c2)CC2Cn3c(nc4cc5ccccc5cc43)C21 (stereo unspecified)	.	.	.	1.19	-0.68	0.679	-0.698	i	.	.	-0.62	1058	.	.	-1.0	1327	.	.
CCOCCCN(C(=O)CNC(=O)c1ccco1)C(C(=O)NC1CCCC1)c1ccccc1C (stereo unspecified)	2.8	1.7	4.4	-0.0917	-0.175	0.236	0.255	i	0.9%	-5.4%	-0.52	1159	i	-1.4	-6.0	1022	8.8	9.7
COc1ccc(OC)c(NC(=O)CSc2ncccc2C(=O)O)c1	2.6	2.9	15.6	-0.474	-0.257	0.404	0.238	i	10.0%	17.7%	.	.	i	-0.1	.	.	-6.8	5.0
Cc1nn(-c2ccccc2)c2sc(C(=O)NNC(=O)COc3cccc4ccccc34)cc12	0.7	2.3	12.1	-0.508	0.247	-0.323	0.059	i	10.1%	8.0%	0.11	1489	i	2.6	0.4	1300	4.2	4.5
CC(=O)Nc1ccc(S(=O)(=O)N2CCSC2c2ccccc2)cc1 (stereo unspecified)	2.7	2.3	7.0	2.38	0.177	1.47	-2.11	i	5.6%	1.9%	0.62	1257	i	-1.2	.	.	-7.0	1.6
COc1ccc(N(C)S(=O)(=O)c2c(C)[nH]c(=O)[nH]c2=O)c(OC)c1	6.5	3.8	10.7	0.348	-0.175	0.48	-0.979	i	4.7%	-4.1%	-0.51	1281	i	4.1	-1.0	876	2.0	3.6
CCN(CC)c1ccc(-n2c(C)c(C(C)=O)c(C(C)=O)c2C)cc1	2.6	1.7	2.7	-0.743	-0.117	-0.303	0.616	i	9.6%	4.6%	-1.67	1057	i	0.1	-4.9	982	19.4	20.3

The list itself, repeating the preview:
SMILES	MT stabilizer	MT stabilizer Hoechst-high %	MT stabilizer cytotoxicity %	Dynein transport	Dynein transport cytoplasmic EGFP	Dynein transport nuclear GR-EGFP	Dynein transport cell count	Yfh1-depleted yeast	human PMI inhibitors	human PMI inhibition	Insulin prom up	Insulin prom up cell count	Autophagy HCS	Autophagy HCS cell loss 18 h	b-catenin transl	b-catenin transl cell count 5 µM	WT yeast gro inh	WT yeast gro inh mutant strain
CCOC(=O)CCn1c2nc(C)cc(C)c2c(=O)n1-c1ccccc1	3.8	1.6	4.2	-0.748	-0.226	-0.135	0.458	i	-0.1%	6.4%	0.49	778	i	10.5	.	.	-14.3	-2.3
CN1C(C(=O)NCc2cccc(C(F)(F)F)c2)CC2Cn3c(nc4cc5ccccc5cc43)C21 (stereo unspecified)	.	.	.	1.19	-0.68	0.679	-0.698	i	.	.	-0.62	1058	.	.	-1.0	1327	.	.
CCOCCCN(C(=O)CNC(=O)c1ccco1)C(C(=O)NC1CCCC1)c1ccccc1C (stereo unspecified)	2.8	1.7	4.4	-0.0917	-0.175	0.236	0.255	i	0.9%	-5.4%	-0.52	1159	i	-1.4	-6.0	1022	8.8	9.7
COc1ccc(OC)c(NC(=O)CSc2ncccc2C(=O)O)c1	2.6	2.9	15.6	-0.474	-0.257	0.404	0.238	i	10.0%	17.7%	.	.	i	-0.1	.	.	-6.8	5.0
Cc1nn(-c2ccccc2)c2sc(C(=O)NNC(=O)COc3cccc4ccccc34)cc12	0.7	2.3	12.1	-0.508	0.247	-0.323	0.059	i	10.1%	8.0%	0.11	1489	i	2.6	0.4	1300	4.2	4.5
CC(=O)Nc1ccc(S(=O)(=O)N2CCSC2c2ccccc2)cc1 (stereo unspecified)	2.7	2.3	7.0	2.38	0.177	1.47	-2.11	i	5.6%	1.9%	0.62	1257	i	-1.2	.	.	-7.0	1.6
COc1ccc(N(C)S(=O)(=O)c2c(C)[nH]c(=O)[nH]c2=O)c(OC)c1	6.5	3.8	10.7	0.348	-0.175	0.48	-0.979	i	4.7%	-4.1%	-0.51	1281	i	4.1	-1.0	876	2.0	3.6
CCN(CC)c1ccc(-n2c(C)c(C(C)=O)c(C(C)=O)c2C)cc1	2.6	1.7	2.7	-0.743	-0.117	-0.303	0.616	i	9.6%	4.6%	-1.67	1057	i	0.1	-4.9	982	19.4	20.3
CCN(CCn1cccn1)C(=O)CC1C(=O)NCCN1Cc1cccc(OC)c1OC (stereo unspecified)	3.2	2.7	0.1	1.86	-0.124	1.37	-2.06	i	13.1%	-2.9%	-0.26	1442	i	1.3	-0.3	1012	.	.
O=C(Nc1ccc(O)cc1)c1ccc(C(=O)c2ccccc2)o1	3.4	2.6	2.8	-1.59	0.0893	-0.818	0.136	?	4.7%	10.3%	1.23	1304	i	3.7	-0.9	1150	0.4	13.7
CC(=O)Nc1nnc(SCc2ccccc2F)s1	1.7	2.2	5.3	-0.496	-0.216	0.00733	0.491	i	0.0%	4.7%	-0.09	948	i	-11.3	0.9	1115	-0.4	-14.7
COc1cc(/C=C(/NC(C)=O)C(=O)O)cc(Cl)c1OCc1ccc(Br)cc1	.	.	.	1.05	-0.24	0.403	-0.122	i	.	.	1.35	1111	.	.	-0.4	1412	.	.
Cc1ccc(-c2nnc(NCc3ccccc3)c3ccccc23)cc1	4.1	3.2	5.3	-0.198	-0.177	0.324	0.935	i	14.7%	20.7%	0.47	1468	i	20.7	-0.6	1083	-12.2	7.4
Cc1cc2cc(CCNC(=O)c3ccc(S(=O)(=O)N4CCOCC4)cc3)c(=O)[nH]c2cc1C	4.2	3.2	5.0	-0.0441	-0.336	0.00529	-0.0947	i	11.8%	18.2%	0.76	1620	i	3.7	2.3	1433	-6.3	12.5
Fc1ccc(NC(=S)NCc2ccccn2)cc1	1.0	1.2	7.4	-0.1	-0.0685	-0.0503	0.121	i	-2.1%	-12.6%	-0.27	1567	i	-4.0	-0.6	1303	11.3	15.5
CCOc1ccc(-c2nnc3sc(COc4ccc(Cl)cc4)nn23)cc1	4.3	1.2	2.5	0.452	-0.224	0.475	-0.529	i	5.9%	4.2%	0.49	901	i	-0.8	-0.2	1226	4.8	7.4
Cc1cccc(CN2C(=O)N/C(=C/c3cc(C)n(-c4ccccn4)c3C)C2=O)c1	1.5	0.6	7.9	-0.856	0.00946	0.179	0.321	i	-18.3%	-7.1%	-0.8	861	i	35.2	-3.5	1190	12.4	-5.0
CCOc1ccc(-c2ccc(SCC)nn2)cc1	2.5	3.5	6.3	-0.451	-0.0906	-0.595	1.16	i	13.3%	9.9%	-0.17	1435	i	3.1	-0.5	1536	12.2	13.6
CN(C1CCCCC1)S(=O)(=O)c1cccc(C(=O)OCC(=O)NC2CCCc3ccccc32)c1 (stereo unspecified)	6.1	6.5	4.7	-0.329	-0.292	-0.42	0.742	i	10.4%	15.0%	0.65	1293	i	-0.4	-2.0	1053	2.9	-3.9
Cc1cccc(NC(=O)c2cnc3sccn3c2=O)c1C	7.1	1.1	8.7	2.08	0.151	1.68	-1.84	i	8.2%	8.5%	0.11	2084	.	.	-0.7	1135	0.7	5.2
COCCNC(=O)C(c1cccs1)N(Cc1cccs1)C(=O)Cn1nnc2ccccc21 (stereo unspecified)	2.4	2.8	8.1	0.296	-0.201	0.0228	1.62	i	3.4%	0.4%	.	.	i	21.3	1.4	841	-8.8	1.5
Cc1cc(C)nc(SCc2nnc(SCc3ccccc3Cl)o2)n1	1.9	1.7	4.1	0.672	-0.264	0.523	0.109	i	6.0%	5.9%	-0.48	1782	i	0.7	-1.8	1079	-4.6	-3.0
Cc1ccc(C)c(NC(=O)CSc2ccc(-c3cccs3)nn2)c1	6.6	2.9	8.8	0.473	-0.225	0.35	0.0799	i	-6.2%	-4.1%	-0.31	1390	i	10.5	-2.2	1133	-9.2	-1.0
CCOC(=O)c1ccc(-n2nc(C)cc2C)cc1	.	.	.	-0.017	-0.222	-0.276	0.542	i	.	.	-0.17	1366	.	.	-3.8	1180	.	.
C/C=C(/C)C(=O)O[C@@H]1c2c(ccc3ccc(=O)oc23)O[C@@H]1C(C)(C)OC(C)=O	2.3	2.2	11.0	0.000255	-0.263	0.345	0.46	i	1.8%	4.0%	-0.14	1172	i	-1.6	.	.	1.2	4.3
O=C(/C=C/c1ccccc1)NNc1ccc(Cl)cc1	4.1	2.1	10.0	1.24	-0.254	0.876	-0.841	i	-173.6%	-80.0%	0.12	1284	i	-5.2	-0.3	1131	44.0	56.8

Source: PubChem BioAssay (several laboratories)
